Source: PubChem BioAssay
NCI-60 one-dose screen, 48 h, at 10 µM unless noted. Numbers give growth in % (100 = growth as untreated, 0 = no growth, -100 = all killed).
HCC-2998: HCC-2998 colon cancer; 79,000 tested, 4.7% active; AID 1794799
HCT-15: HCT-15 colon cancer; 82,000 tested, 5.2% active
COLO 205: COLO 205 colon cancer; 79,000 tested, 7.3% active; AID 1794742
KM12: KM12 colon cancer cells | 82,000 tested, 5% active
HT29: HT29 colon cancer; 81,000 tested, 7.4% active
HCT-116: HCT-116 colon cancer. 82,000 tested, 7.3% active
SNB-75: SNB-75 CNS cancer; AID 1794750; 79,000 tested, 5% active
A498: A498 renal cancer cells. 76,000 tested, 5.4% active
SW-620: SW-620 colon cancer; 82,000 tested, 5.2% active
* hit, by the source's call; · = no result given. The calls were made as follows: active = growth percent below 10; inactive = the rest. No enrichment for hits. About 12% of those tested had a hit in this group.

item | Structure | HCC-2998 | HCT-15 | COLO 205 | KM12 | HT29 | HCT-116 | SNB-75 | A498 | SW-620
1 | O=S(=O)(O)c1ccc2c(S(=O)(=O)O)cc(S(=O)(=O)O)cc2c1 | 105 | 104 | 104 | 106 | 84 | 103 | 88 | 100 | 98
2 | O=C(c1ccccc1)c1ccc2nc(-c3ccccc3F)[nH]c2c1 | 107 | 97 | 109 | 95 | 114 | 106 | 87 | 115 | 100
3 | Cc1nnc2c(N3N=C(C(=O)O)CCC3=O)nc3ccccc3n12 | 104 | 100 | 98 | 103 | 105 | 94 | 95 | 105 | 102
4 | O=S(=O)(Nc1ncccn1)c1ccc(N=C=S)cc1 | 101 | 99 | 110 | 106 | 105 | 110 | 92 | 103 | 113
5 | NC1=NN(c2nc3ccccc3[nH]c2=O)C(=O)C1 | 112 | 102 | 112 | 102 | 109 | 98 | 88 | 80 | 100
6 | C=CCn1c(SCC(=O)Nc2ccc(C(=O)/C=C/c3ccc(OC)cc3)cc2)nnc1-c1cc(-c2ccc(OC)cc2)nc2ccccc12 | 112 | 105 | 100 | 94 | 103 | 100 | 86 | 102 | 98
7 | O=C(Cn1cc(CO)nn1)c1ccc(-c2ccccc2)cc1 | 112 | 105 | 120 | 102 | 109 | 91 | · | 108 | 111
8 | CN(C)c1ccc(/C=N/NC(=O)C[N+](C)(C)C)cc1 | 95 | 107 | 116 | 100 | 100 | 102 | 95 | 97 | 102
9 | COc1cc([C@H]2c3c(O)c(O)c4oc5ccccc5c(=O)c4c3[C@]3(OC)C=C(C)CC(C)(C)[C@H]23)c2c(=O)c3ccccc3oc2c1O | 67 | 30 | 83 | 52 | 71 | 38 | 32 | · | 62
10 | Cc1nn(-c2ccc(-c3ccc(OC(F)(F)F)cc3)cc2)c2nc(-c3ccccc3)nc(N)c12 | 97 | 96 | 121 | 100 | 90 | 97 | 95 | 90 | 81
11 | COc1ccc(-c2nnc(-c3nc(-c4cc(OC)c(OC)c(OC)c4)n4ccccc34)o2)cc1 | 71 | 56 | 69 | 62 | 39 | 46 | 78 | 76 | 86
12 | Cc1ccc(-c2csc(NC(=O)c3cc(-c4ccccc4)nc4ccccc34)n2)cc1 | 100 | 57 | 93 | 89 | 85 | 80 | 76 | · | 98
13 | O=C(/C=C(O)/C=C/c1ccc(SC(F)(F)F)cc1)/C=C/c1ccc(SC(F)(F)F)cc1 | 101 | 88 | 114 | 82 | 83 | 18 | 115 | · | 89
14 | CCOC(=O)CSc1nc2sc3c(c2c(=O)n1-c1ccccc1)CCC(C)C3 (configuration not stated) | 99 | 102 | 99 | 96 | 103 | 76 | · | 97 | 102
15 | CN(C)C(C(N)=O)c1ccc(Cl)cc1 (configuration not stated) | 102 | 108 | 110 | 102 | 104 | 95 | 94 | · | 104
16 | O=C(CN1CCOCC1)Nc1nc2c(s1)Nc1cc(Cl)c(Cl)cc1NC2=O | 106 | 104 | 103 | 107 | 101 | 106 | 89 | 94 | 111
17 | Sc1c(Br)cc(Br)cc1Br.[Ag] | 97 | 106 | 104 | 108 | 102 | 102 | 95 | 64 | 106
18 | O=C1Nc2ccccc2C(c2c[nH]c3ncccc23)N1 (configuration not stated) | 100 | 107 | 113 | 110 | 96 | 93 | 89 | 96 | 115
19 | CC1CC(=O)OC(C)C1 (configuration not stated) | 93 | 104 | 112 | 110 | 112 | 104 | 79 | 96 | 107
20 | COc1ccc(-c2csc(NC3=CC(c4ccc(Cl)cc4)OC3=O)n2)cc1 (configuration not stated) | 104 | 107 | 96 | 105 | 83 | 96 | 92 | 104 | 108
21 | COc1cc(-c2nc(C(=O)Nc3ccc(C)cc3)nn2-c2ccc(F)c(F)c2)cc(OC)c1OC | 87 | 95 | 96 | 102 | 75 | 96 | 85 | 112 | 110
22 | COc1ccc(N2CC3(CC3(Cl)Cl)C2=O)cc1 (configuration not stated) | 106 | 103 | 101 | 100 | 96 | 82 | 98 | 93 | 103
23 | S=c1nc(CS)[nH]c2ccccc12 | 110 | 93 | 112 | 100 | 101 | 100 | 87 | 53 | 98
24 | CC1=NOC(=O)/C1=C\c1ccc(N(C)C)cc1 | 109 | 104 | 107 | 100 | 104 | 102 | 84 | 79 | 99
25 | CC(C)CCC[C@@H](C)[C@H]1CC[C@H]2[C@@H]3CC=C4C[C@@H](N(C)C)CC[C@]4(C)[C@H]3CC[C@]12C | 109 | 106 | 117 | 101 | 98 | 103 | 92 | 105 | 104
26 | O=S(=O)(NCCNc1nccc(-c2c(-c3ccc(F)cc3)nc3sccn23)n1)c1ccc(C(F)(F)F)cc1 | 94 | 61 | 72 | 78 | 56 | 59 | 71 | 75 | 103
27 | NC(=S)Nc1ccc(C(=O)O)cc1 | 107 | 113 | 124 | 111 | 121 | 102 | 94 | 83 | 101
28 | N#Cc1c(NC(=O)c2cccc(C(F)(F)F)c2)sc2c1CCC(O)=C2 | 36 | 21 | 90 | 23 | 80 | 40 | 47 | 69 | 35
29 | CN1CCN(c2nc3scc(-c4ccccc4)c3c(=O)[nH]2)CC1 | 100 | 104 | 99 | 94 | 97 | 92 | 88 | 91 | 95
30 | Cc1ccc(S(=O)(=O)NCCCSCCSCCCN)cc1 | 127 | 105 | 106 | 104 | 108 | 95 | 93 | 82 | 101

Record cards (already shown). Values in the order: HCC-2998	HCT-15	COLO 205	KM12	HT29	HCT-116	SNB-75	A498	SW-620
Cc1ccc(-c2csc(NC(=O)c3cc(-c4ccccc4)nc4ccccc34)n2)cc1 in the list: 100	57	93	89	85	80	76	·	98
CN(C)C(C(N)=O)c1ccc(Cl)cc1 (configuration not stated) in the list: 102	108	110	102	104	95	94	·	104
O=C1Nc2ccccc2C(c2c[nH]c3ncccc23)N1 (configuration not stated) in the list: 100	107	113	110	96	93	89	96	115
CC1=NOC(=O)/C1=C\c1ccc(N(C)C)cc1 in the list: 109	104	107	100	104	102	84	79	99
COc1ccc(-c2nnc(-c3nc(-c4cc(OC)c(OC)c(OC)c4)n4ccccc34)o2)cc1 in the list: 71	56	69	62	39	46	78	76	86

Continued:
item | Structure | HCC-2998 | HCT-15 | COLO 205 | KM12 | HT29 | HCT-116 | SNB-75 | A498 | SW-620
31 | CC1CCC(C(C)C)C(NNC(N)=O)C1 (configuration not stated) | 92 | 112 | 110 | 94 | 102 | 99 | 102 | 102 | 98
32 | COc1c(O)cc2oc3cc(O[C@H]4O[C@H](CO)[C@H](O)C(O)C4O)c(CC=C(C)C)c(O)c3c(=O)c2c1CC=C(C)C (some centres not stated) | 103 | 105 | 114 | 95 | 91 | 108 | 101 | 94 | 110
33 | COc1c2ccoc2cc2oc(=O)ccc12 | 103 | 104 | 118 | 105 | 104 | 104 | 121 | 97 | 108
34 | COc1ccc(/C(C)=C(\c2ccc(Cl)cc2)c2ccc(OCCN)cc2)cc1 | 30 | 40 | 33 | 78 | 1.0* | 42 | 89 | 90 | 36
35 | N#Cc1c(-c2ccc(O)cc2)c2c(N)nn(-c3ccccc3)c2[nH]c1=O | 110 | 109 | 122 | 102 | 111 | 108 | 104 | 108 | 102
36 | CCOC(=O)c1[nH]c(Cc2c(C)[nH]c(C)c2C(=O)OCC)c(C(=O)OCC)c1C | 98 | 92 | 100 | 97 | 90 | 93 | 76 | 77 | 102
37 | Cc1ccc(C2CC(c3ccc(NC(=S)Nc4ccccc4)cc3)=NN2c2ccc(S(N)(=O)=O)cc2)cc1 (configuration not stated) | -17* | 4.3* | -3.9* | 3.0* | 1.3* | 10 | 21 | 76 | 20
38 | O=C(NCc1ccccc1)c1ccncc1 | 107 | 106 | 111 | 101 | 97 | 102 | 108 | 74 | 105
39 | C=C(C)[C@@H]1CC[C@]2(C(=O)NS(=O)(=O)c3ccccc3)CC[C@]3(C)[C@H](CC[C@@H]4[C@@]5(C)CC[C@H](OC(=O)NS(=O)(=O)c6ccccc6)C(C)(C)[C@@H]5CC[C@]43C)[C@@H]12 | -8.7* | 5.4* | 32 | 4.0* | 21 | -44* | 45 | -2.7* | 17
40 | CC1(C)CC(=O)c2c(nn(-c3ccc(Br)cc3)c2-c2cn(-c3ccccc3)nc2-c2ccc(Cl)cc2)C1 | 113 | 100 | 121 | 91 | 97 | 86 | 86 | 121 | 102
41 | Oc1c(I)cc(I)cc1CNCCCN(Cc1ccccn1)Cc1ccccn1 | -82* | -38* | -34* | -85* | -13* | -87* | -89* | -98* | -62*
42 | COc1cc(Cn2cc(C#N)c(N)c2C(=O)c2ccc(Br)cc2)cc(OC)c1OC | 104 | 91 | 107 | 103 | 113 | 105 | 98 | 106 | 103
43 | Clc1ccc2c(c1)nnc1c3cccnc3[nH]c21 | 111 | 103 | 110 | 121 | 84 | 102 | 64 | 113 | 98
44 | COc1ccc(CNC(=O)C2CCN(c3nc(C(F)(F)F)ccc3C#N)CC2)cc1 | 110 | 92 | 119 | 97 | 93 | 97 | · | 71 | 107
45 | COc1ccc2nc(NC(=O)CSc3nnc(-c4cccnc4Nc4cc(OC)c(OC)c(OC)c4)n3-c3ccccc3)sc2c1 | 104 | 89 | 106 | 95 | 97 | 86 | 80 | · | 106
46 | Oc1ccc(O)c(/C=N/NC(=S)NC2CC3CC2C2C=CCC32)c1 (configuration not stated) | 86 | 30 | 104 | 81 | · | 41 | 104 | 87 | 71
47 | Cn1c(=O)c2c(nc(CCCc3nc4c(c(=O)n(C)c(=O)n4C)n3C)n2C)n(C)c1=O | 116 | 98 | 93 | 98 | 101 | 102 | 88 | 90 | 98
48 | CCOc1ccc(/C=C2\N=C(C)N(CCc3ccc(S(N)(=O)=O)cc3)C2=O)cc1 | 103 | 103 | 125 | 104 | 110 | 109 | 123 | 133 | 107
49 | CN(C)c1ccc(C2CC(n3nnnc3-c3ccccc3)=NN2)cc1 (configuration not stated) | 104 | 106 | 118 | 111 | 107 | 104 | 100 | · | 116
50 | CC(C)C[C@H](N)C(=O)N[S@](=O)c1cccc(Cl)c1 | 108 | 105 | 117 | 100 | 109 | 103 | 91 | 113 | 104
51 | O=C(O)c1c[nH]c(=O)[nH]c1=O | 96 | 106 | 107 | 112 | 116 | 91 | 100 | 105 | 115
52 | Cc1cn(C2CCCCO2)c(=O)[nH]c1=O (configuration not stated) | 106 | 112 | 104 | 116 | 109 | 104 | 85 | 148 | 105
53 | CC(=O)OC1CCC(C2CCCCC2)CC1 (configuration not stated) | 96 | 105 | 109 | 104 | 112 | 111 | 101 | 110 | 112
54 | O=C1NC(=NC(=O)c2ccccc2)S/C1=C/c1ccccc1O | 103 | 93 | 102 | 105 | 125 | 95 | 80 | 85 | 95
55 | O=C(/C=C/c1ccc(C(F)(F)F)cc1)c1c(O)c2ccccc2oc1=O | 119 | 96 | 116 | 100 | 122 | 103 | 90 | · | 99
56 | O=C1CS(=O)(=O)N(Cc2ccccc2)Cc2ccccc21 | 105 | 110 | 118 | 108 | 103 | 117 | 84 | 102 | 103
57 | Nc1ccc(SCC(=O)O)cc1 | 114 | 92 | 109 | 105 | 95 | 103 | 85 | 84 | 101
58 | CCOC(=O)C1C(=O)C(=O)N(C(C)C)C1C(=O)OCC (configuration not stated) | 104 | 94 | 118 | 99 | 98 | 110 | 86 | · | 103
59 | CSc1nn2c(-c3ccc(F)cc3)ccnc2c1C#N | 99 | 98 | 109 | 103 | 95 | 91 | 90 | 82 | 99
60 | CC(=O)Nc1nc(C)c(C(=O)NNC=O)s1 | 79 | 99 | 128 | 105 | 100 | 121 | 95 | 104 | 101
61 | O=[N+]([O-])c1ccc(Sc2ncccn2)c([N+](=O)[O-])c1 | 66 | 39 | 21 | 56 | 62 | 38 | · | 73 | 23
62 | CC(C)c1ccc2c(c1)CC[C@H]1[C@](C)(CN)CCC[C@]21C | 93 | 95 | 120 | 113 | 94 | 102 | 91 | 41 | 108
63 | COc1ccc2nc(Cl)c(C3C(C(N)=O)=C(N)Oc4n[nH]c(C)c43)cc2c1 (configuration not stated) | 105 | 99 | 100 | 98 | 95 | 91 | 106 | · | 107
64 | O=C(NCC1CC1)NC(=O)c1ccccc1F | 106 | 96 | 114 | 103 | 104 | 104 | 99 | · | 103
65 | Cc1ccc(-c2noc(C)n2)cc1 | 103 | 101 | 113 | 116 | 98 | 101 | 86 | 81 | 108
66 | O=C(CCC(=O)c1nc2ncccc2[nH]1)NN1C(=O)CSC1c1cccc([N+](=O)[O-])c1 (configuration not stated) | 113 | 118 | 119 | 102 | 106 | 98 | 102 | 97 | 98
67 | O=C(O)CCCN1C(=O)/C(=C/c2ccc(O)c(O)c2)SC1=S | 108 | 102 | 120 | 102 | 118 | 101 | 91 | 90 | 110
68 | Cc1ccc(C(C)C)c(OCCOCCCl)c1 | 105 | 98 | 107 | 103 | 96 | 108 | 85 | 106 | 100
69 | CCc1ccccc1-n1c(-c2ccc(O)cc2)cc(-c2ccc(Cl)cc2)c(C#N)c1=O | 95 | 101 | 94 | 93 | 97 | 81 | 93 | 96 | 91
70 | O=C(n1ccc2cc(OS(=O)(=O)c3ccc(C(F)(F)F)cc3)ccc21)C12CC3CC(CC(C3)C1)C2 | 106 | 95 | 116 | 100 | 95 | 97 | 93 | 98 | 95
71 | O=C(/C=C(O)/C=C/c1ccc(F)c(F)c1F)/C=C/c1ccc(F)c(F)c1F | 110 | 103 | 122 | 97 | 108 | 86 | 114 | · | 104
72 | O=C(O)c1ccc(-c2ccccc2)cc1 | 119 | 104 | 136 | 111 | 115 | 102 | 97 | 86 | 98

Random excerpt: two records from the list
item | Structure | HCC-2998 | HCT-15 | COLO 205 | KM12 | HT29 | HCT-116 | SNB-75 | A498 | SW-620
72 | O=C(O)c1ccc(-c2ccccc2)cc1 | 119 | 104 | 136 | 111 | 115 | 102 | 97 | 86 | 98
64 | O=C(NCC1CC1)NC(=O)c1ccccc1F | 106 | 96 | 114 | 103 | 104 | 104 | 99 | · | 103
